# Screening data from PubChem.
# SSB-PriA inh – inhibitors of Klebsiella pneumoniae PriA binding to SSB C-terminal tail, primary screen, biochemical, AlphaScreen | AlphaScreen SSBct-PriA binding, biotinylated peptide | inhibition, % at 33 µM | 430,000 tested, 0.6% active; in the data active means inhibition mostly above about 37%, no sharp cut-off; inactive means mostly below about 20%;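 further: plate controls were negative control peptide for no effect and reference peptide for full effect; strong numbers were not always called active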
# Mtb BioA inh – M. tuberculosis BioA enzyme inhibitors, primary screen, biochemical, plate reader, single point, HTS; AID 602481, 2012; 7,8-diaminopelargonic acid synthase BioA (Mycobacterium tuberculosis); inhibition, % at 9.99 µM; purified M. tuberculosis BioA enzyme; 360,000 tested, 0.096% active; in the data active means inhibition above about 40%
# Mtb UGM inh – M. tuberculosis UGM enzyme inhibitors, primary screen, biochemical, fluorescence polarization, single point; UDP-galactopyranose mutase (Mycobacterium tuberculosis (strain ATCC 25618 / H37Rv)), …; purified UGM, fluorescence polarization probe displacement; inhibition, % at 10 µM; 320,000 tested, 0.06% active; in the data active means inhibition above about 10%, passing the limit was not always enough
# Target sequence (P9WIQ1 whole entry, looked up): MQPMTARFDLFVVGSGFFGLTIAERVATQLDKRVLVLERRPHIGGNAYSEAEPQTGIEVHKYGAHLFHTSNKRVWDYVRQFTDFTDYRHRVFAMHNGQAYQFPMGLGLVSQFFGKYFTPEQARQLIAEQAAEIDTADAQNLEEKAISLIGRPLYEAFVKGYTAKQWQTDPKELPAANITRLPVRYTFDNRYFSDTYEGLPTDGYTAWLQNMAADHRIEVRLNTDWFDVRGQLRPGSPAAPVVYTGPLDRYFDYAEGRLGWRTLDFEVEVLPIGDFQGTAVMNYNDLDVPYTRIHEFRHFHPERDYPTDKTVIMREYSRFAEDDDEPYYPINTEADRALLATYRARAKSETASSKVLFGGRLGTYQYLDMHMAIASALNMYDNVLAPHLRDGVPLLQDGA
# MazEF act – activators of E. coli MazEF toxin-antitoxin RNase, primary screen, biochemical, fluorescence, uHTS; FAM/BHQ RNA-DNA oligo cleavage fluorescence, 5 h; 350,000 tested, 0.32% active; activation, % at 20 µM; Endoribonuclease toxin MazF (Escherichia coli (strain K12)), P0AE70; in the data active means activation above about 50%
# Target sequence (P0AE70 whole entry, looked up): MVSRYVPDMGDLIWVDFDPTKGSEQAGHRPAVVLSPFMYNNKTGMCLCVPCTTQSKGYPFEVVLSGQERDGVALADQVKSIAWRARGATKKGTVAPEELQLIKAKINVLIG
# DUSP3 inh – VHR1 phosphatase inhibitors, primary screen, biochemical, absorbance, uHTS. 290,000 tested, 0.52% active. Dual specificity protein phosphatase 3 (Homo sapiens), P51452. recombinant VHR phosphatase, pNPP absorbance. inhibition, % at 13.3 µM; in the data active means inhibition above about 50%; further: some compounds called inactive have numbers as strong as hits
# GDH-TPI counter – GDH-TPI coupling enzyme inhibitors, primary screen, artefact control for M. tuberculosis FBA inhibitor project, biochemical, absorbance, full deck. GDH-TPI coupled enzyme counterscreen, NADH absorbance. inhibition, % at 4.8 µM. AID 588335, 2011. 360,000 tested, 1.2% active; in the data active means inhibition above about 30%;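 further: 0% = DMSO wells and 100% = wells lacking the enzyme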
# BH1578 lux ind – inducers of Vibrio cholerae quorum light production without autoinducers, primary screen, BH1578 luxS cqsA deficient, single point; V. cholerae BH1578 lux reporter, luminescence, 6 h; activation, % at 18.7 µM; 350,000 tested, 0.16% active; in the data active means activation mostly above about 9.7%, no sharp cut-off; further: not every result past the cut was called active; inactives centre near 0; reference of the scale not given here
# 3CLpro inhibitor – SARS-CoV 3CLpro protease inhibitors, primary screen, biochemical, quenched FRET; Replicase polyprotein 1ab (Severe acute respiratory syndrome coronavirus), P0C6X7; recombinant SARS-CoV 3CLpro, quenched FRET peptide cleavage; inhibition, % at 6 µM; 290,000 tested, 0.14% active; AID 1706, 2009; in the data active means inhibition above about 12%
# Rv3671c protease – Rv3671c serine protease inhibitors, primary screen, biochemical, fluorescence polarization, M. tuberculosis H37Rv; P9WHR9; inhibition, % at 5.96 µM; 320,000 tested, 0.048% active; in the data active means inhibition above about 38%;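 further: extracellular domain of Rv3671c used as enzyme; 0% = enzyme with DMSO and 100% = no enzyme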
# Target sequence (P9WHR9 whole entry, looked up, the tested form may be a part): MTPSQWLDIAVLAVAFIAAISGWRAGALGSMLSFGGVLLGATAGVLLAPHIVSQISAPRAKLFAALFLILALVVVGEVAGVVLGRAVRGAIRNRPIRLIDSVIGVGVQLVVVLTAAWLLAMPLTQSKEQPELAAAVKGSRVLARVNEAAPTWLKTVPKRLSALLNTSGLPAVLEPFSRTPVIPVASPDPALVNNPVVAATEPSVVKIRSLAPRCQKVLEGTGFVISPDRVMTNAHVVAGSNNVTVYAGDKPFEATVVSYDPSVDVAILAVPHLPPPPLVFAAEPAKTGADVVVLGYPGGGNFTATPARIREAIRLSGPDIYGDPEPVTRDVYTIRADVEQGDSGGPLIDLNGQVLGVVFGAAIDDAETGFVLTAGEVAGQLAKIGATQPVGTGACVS
# Mtb FBA inh – Mtb FBA enzyme inhibitors, primary screen, biochemical, fluorescence, strain H37Rv; purified M. tuberculosis FBA, fluorescence read-out; AID 588726, 2011; 360,000 tested, 2.3% active; Fructose-bisphosphate aldolase (Mycobacterium tuberculosis (strain ATCC 25618 / H37Rv)), …; inhibition, % at 1 µM; in the data active means inhibition above about 27%;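 further: 0% = vehicle and 100% = reference inhibitor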
# An asterisk follows results filed as active; i = inactive; . = no result given; & = joins results of further samples; ! = not confirmed by another sample. Not all compounds are listed. The share of hits here may be higher or lower than overall.
SMILES,SSB-PriA inh,Mtb BioA inh,Mtb UGM inh,MazEF act,DUSP3 inh,GDH-TPI counter,BH1578 lux ind,3CLpro inhibitor,Rv3671c protease,Mtb FBA inh
Cc1nn(CC(=O)NNC(=S)Nc2ccccc2)c(C)c1[N+](=O)[O-],-12,2.1,2.0,-1,0,0,1.2,-1,-8,8
O=C(COC(=O)/C=C/c1cccc(F)c1)NC(=O)NC1CCCC1,-5,-0.9,-0.8,-2,.,7,i,.,-3,-2
COc1ccc(OCCCC(=O)OC(C)C(=O)Nc2cccc(C(C)=O)c2)cc1 (centres undefined),-6,-0.7,3.4,-2,2,3,-3.6,1,-2,0
Cc1cc(NC(=O)CSc2n[nH]c(=O)[nH]c2=O)ccc1Br,-3,.,0.7,4,22,3,i,3,13,1
COc1cc2c(cc1OC)C(c1ccccc1)N(S(C)(=O)=O)CC2 (centres undefined),-14,3.9,2.1,6,-1,-1,-0.4,0,6,0
COc1cccc(C(=O)NCCSCc2ccccc2Cl)c1,-29,1.0,2.2,-8,0,1,-0.8,0,-2,0
Cc1cc(CNC(=O)CCc2nnc(CCCc3ccccc3)o2)nn1C,-1,.,-1.4,-3,12,-9,i,-5,4,-2
O=C(Nc1cc(S(=O)(=O)N2CCCCC2)ccc1N1CCCCC1)c1ccncc1,-6,.,0.1,4,-5,9,i,1,0,-1
CCOC(=O)N1CCN(C(=O)CN(C2CCCCC2)S(=O)(=O)c2ccc(C)cc2)CC1,3,-1.2,-1.4,8,2,-3,i,-4,2,-1
Cc1nc(NC(=O)c2ccccc2)sc1C1(C)CC(c2ccccc2F)=NO1 (centres undefined),3,-0.6,1.3,4,-13,8,i,.,-17,-1
NS(=O)(=O)c1ccc(CCNC(=O)CCC2COc3ccccc3O2)cc1 (centres undefined),-1,0.9,1.4,8,12,3,i,1,-5,4
CCCOc1ccc(/C=N/O)cc1,.,1.0,1.2,-1,16,-2,i,4,-5,-4
CCOC(=O)CSc1nc2cc(C)cc(C)c2cc1C#N,-3,-2.1,3.7,25,22,3,.,2,7,1
CCCCc1ccc(NC2=NCCCS2)cc1,-6,0.1,-1.4,13,-40,-7,i,-4,-6,-6
O=[N+]([O-])c1ccc(OCC(O)CN2CCN(c3ccccc3F)CC2)cc1 (centres undefined),-23,.,-0.7,6,1,9,0.2,1,-6,-6
Cc1cc2cc(CNC(=O)NC3CCCCC3)ccc2n1C,45*!,-0.8,.,3,11,10,-0.4,-3,-3,-1
CC1CCCC(NC(=O)COC(=O)c2ccccc2[N+](=O)[O-])C1C (centres undefined),10,.,0.4,-4,11,4,-0.5,-2,17,3
Nc1nc(SCc2ccccc2)c2ncn(C3CCCCC3)c2n1,6,-0.7,.,5,.,4,2.9,.,.,6
N/C(Cc1ccc(Cl)cc1)=N\OC(=O)C1CCCCC1,.,.,1.6,-9,-4,1,i,7,4,0
COc1ccc(N2CCN(CC(=O)NCc3ccc(Cl)cc3)CC2)cc1,-2,-1.0,1.8,0,25,17,i,0,5,3
O=C(COc1ccccc1)NNC(=O)c1ccc(Cl)cc1,-4,0.1,-1.1,6,.,1,2.1,.,-2,-5
Cc1nn(C)c(C)c1NC(=O)c1cnn2c(C(F)F)cc(-c3ccccc3)nc12,.,.,1.1,.,8,.,.,5,-6,.
COc1ccc(NS(=O)(=O)N2CCCCC2)cc1,2,.,.,3,.,1,.,.,.,2
O=C(O)COc1ccc(/C=C2\SC(=Nc3ccccc3)N(c3ccccc3)C2=O)cc1,-11,.,-0.1,-3,6,13,i,5,-1,1
COc1ccc(OCCCC(=O)Nc2nncs2)cc1,1,-0.6,1.2,3,4,-6,i,4,5,2
Cc1ccc(OCCCCn2cnc3ccccc32)cc1,0,.,-1.4,2,6,-7,i,-3,-4,-2
O=C(c1cc(S(=O)(=O)N2CCOCC2)c(Cl)cc1Cl)N1CCCCC1CO (centres undefined),-2,-2.3,2.9,11,-6,9,-0.5,-1,-1,-1
Cc1ccc(S(=O)(=O)NC(=O)C2(C)CCN2C(=O)C2CC2)cc1 (centres undefined),.,-3.6,.,.,.,6,-0.4,.,.,3
Cc1cc(C2(O)C(=O)Nc3ccccc32)ccc1F (centres undefined),8,-0.9,0.8,-2,12,4,-0.6,-1,5,6
CC(C)CCNC(=O)C(c1ccncc1)N(Cc1cccs1)C(=O)Cn1nnc(-c2ccc(F)cc2)n1 (centres undefined),-8,-0.5,0.3,-9,9,8,i,-2,-10,3
CN(C(=O)C(C)(C)C)C1c2c(ccc3ccccc23)OCC1CO (centres undefined),-6,1.3,-3.2,5,-5,-8,i,2,.,1
CC(C)(C)[C@@H]1COC(=O)[C@H](Cc2ccc(F)cc2)C/C=C\C[C@@H](CC(=O)NCCO)C(=O)N1,3,-1.3,-0.9,2,.,11,-0.8,.,-4,0
CS(=O)(=O)N(CC(=O)Nc1ccccc1C(=O)N1CCOCC1)c1ccc2c(c1)OCO2,-8,.,0.9,-17,11,16,i,-4,-7,1
Cc1ccc(-c2nc(NCc3cccnc3)c3ccccc3n2)cc1,2,3.2,2.9,-3,8,4,-0.2,0,-19,-5
COCCOc1ccc(C(F)(F)F)cc1NC(=O)COC(=O)c1cc([N+](=O)[O-])ccc1N1CCOCC1,18,-2.4,-2.0,-2,15,14,i,0,-14,0
C[C@@H]1CN([C@@H](C)CO)C(=O)c2cc(C#CC3CCCCC3)cnc2O[C@@H]1CN(C)S(=O)(=O)c1ccc(F)cc1,.,-1.0&-1.7&-6.0,.,-8,.,6,-0.4,.,.,-2
Cc1cc[n+]2c3c(cccc13)CCC2,4,-0.1,0.3,4,-10,-4,i,4,-7,7
Cc1cc(NC(=O)Nc2cccc(Cl)c2)n(-c2ccccc2)n1,-8,.,0.9,7,10,0,i,6,-1,1
CCn1c(O)c(N=NC(=O)c2cccs2)c2ccccc21,-1,.,0.3,9,19,19,-0.2,0,-3,-3
CC(=O)C1(c2ccccc2)CCN(C(=O)C2CCC(=O)N(CCc3cccc(F)c3)C2)CC1 (centres undefined),-7,0.1,-2.7,5,32,1,i,-2,2,-1

# 4 records drawn at random from those above, as already listed:
SMILES,SSB-PriA inh,Mtb BioA inh,Mtb UGM inh,MazEF act,DUSP3 inh,GDH-TPI counter,BH1578 lux ind,3CLpro inhibitor,Rv3671c protease,Mtb FBA inh
Cc1cc(C2(O)C(=O)Nc3ccccc32)ccc1F (centres undefined),8,-0.9,0.8,-2,12,4,-0.6,-1,5,6
CC1CCCC(NC(=O)COC(=O)c2ccccc2[N+](=O)[O-])C1C (centres undefined),10,.,0.4,-4,11,4,-0.5,-2,17,3
O=C(Nc1cc(S(=O)(=O)N2CCCCC2)ccc1N1CCCCC1)c1ccncc1,-6,.,0.1,4,-5,9,i,1,0,-1
CCn1c(O)c(N=NC(=O)c2cccs2)c2ccccc21,-1,.,0.3,9,19,19,-0.2,0,-3,-3

# (more compounds)
SMILES,SSB-PriA inh,Mtb BioA inh,Mtb UGM inh,MazEF act,DUSP3 inh,GDH-TPI counter,BH1578 lux ind,3CLpro inhibitor,Rv3671c protease,Mtb FBA inh
Cc1ccc(S(=O)(=O)N2CCN(C(=O)C3CCN(C(=O)c4ccc(F)cc4)CC3)CC2)c(C)c1,4,0.4,0.2,10,.,1,i,.,1,4
O=C(CNC(=O)c1ccc2c(c1)OCO2)Nc1cccc(Br)c1,-8,6.0,0.7,10,.,11,-2.5,.,0,4
C/C(=N/NC(=O)CNC(=O)Cc1ccccc1)c1ccco1,.,2.4,0.2,0,-11,-2,i,0,4,-2
O=C(NNC(=O)c1ccccc1OCc1ccc(F)cc1)c1ccccc1O,-8,-0.7,0.1,-4,6,11,i,2,.,2
Nc1nc2n(n1)C(c1cccs1)CC(c1ccc(F)cc1)N2 (centres undefined),10,1.4,0.3,8,36,0,-0.3,4,-5,13
O=C(c1ccco1)N1CCN(c2nc3ccccc3n3nnnc23)CC1,5,-1.4,3.3,1,3,7,-1.1,0,-8,11
COc1ccc(NC(=O)C2(N(C(=O)Cn3nnnc3N)c3ccc(OC)cc3)CCCCC2)cc1,1,0.7,1.4,7,20,2,-0.2,-5,-3,1
CC(=O)c1ccc(OC(=O)c2ccc(-n3nc(C)cc3C)cc2)cc1,-10,.,-0.5,-26,22,2,0.1,5,6,-1
COc1ccc(Nc2ncnc3c2cnn3Cc2ccccc2)cc1,-9,3.4,1.0,3,24,15,1.4,-2,-5,1
N/C(=N\O)c1ccc(NC(=O)c2cccs2)cc1,.,3.8,0.1,3,3,12,-0.3,2,-2,-1
O=C(NCc1ccc(Cl)cc1)C(=O)c1cn(CC(=O)N2CCOCC2)c2ccccc12,15,-4.4,-2.3,2,-3,16,-0.3,-1,4,1
O=C(O)c1sc2ncccc2c1OCc1ccccc1,1,.,0.1,8,21,8,-0.2,-3,-3,7
C[n+]1c2n(c3ccccc31)N=C(c1ccc(Cl)cc1)CS2,-1,4.7,-0.4,15,6,7,i,4,0,-3
CCCCNC(=O)C1CCCN(S(=O)(=O)CC)C1 (centres undefined),-5,.,0.9,8,10,-7,0.1,5,-4,10
Cc1ccnc(SCc2cc(=O)c(OC(=O)c3ccc(Cl)c([N+](=O)[O-])c3)co2)n1,-12,1.0,3.5,-1,11,-7,-0.2,-3,0,3
Cn1nccc1-c1cc(Cl)cc(Cl)c1O,-10,-0.6,-3.3,5,-7,6,i,-1,1,1
O=C(COc1ccccc1[N+](=O)[O-])N/N=C/c1ccc(O)c([N+](=O)[O-])c1,.,.,2.0,-16,21,21,-0.5,4,-13,-3
CCN(CC(=O)Nc1cc(Cl)ccc1C)C(=O)Cn1c(=O)cnc2ccccc21,1,.,1.1,1,.,-2,7.0,.,1,-3
CC(C)C[C@@H](CN)NC(=O)c1nc[nH]c1C(=O)N[C@@H](CC(C)C)C(=O)CNC[C@H](C)NC(=O)c1nc[nH]c1C(=O)N[C@@H](C)C(=O)O,3,0.1,.,-1,.,0,-0.9,.,.,1
Cc1cc(C)cc(-n2ccn(CC(=O)NCCc3ccccc3)c(=O)c2=O)c1,1&-22,-0.3,-2.0,4,23,11,-0.3,-2,-2,4
COc1ccc(/C=C2\SC(=O)N(CCCC(=O)Nc3ccc(C(=O)O)cc3)C2=O)cc1,.,-2.3,.,2,.,12,i,.,.,-2
CNc1nc(NCc2ccccc2)c2sccc2n1,.,2.3,.,.,.,6,i,.,.,7
BrC(=C\c1ccccc1)/C=N/n1cnnc1,i,.,.,1,3,7,-0.3,2,.,0
CCN(CC(=O)NC(C)C)C(=O)c1cc(S(=O)(=O)N2CCCCC2)ccc1N1CCCCC1,-4,5.8,2.9,4,.,2,i,.,-3,-3
COC(=O)COc1ccc(S(=O)(=O)NCc2ccco2)cc1,-1,-0.5,0.9,0,19,3,i,2,-2,3
CCC(C)c1ccccc1OCC(=O)NN1C(=O)c2ccccc2C1=O (centres undefined),4,1.0,-0.2,2,-6,-4,-0.3,4,2,0
C=CCN(CC=C)Cc1c(O)ccc2c(=O)c(-c3ccccc3)coc12,-9,1.9,2.6,7,4,15,i,2,1,53*
O=C(CN1C(=O)NC(c2ccccc2)(c2ccccc2)C1=O)NCc1ccco1,1,.,2.9,8,.,0,.,.,1,0
